Source: PubChem (several laboratories)
Hsp70 act: switches on Hsp70 transcription; activation, % at 10 µM; actives 0.04% (n = 200,000); HeLa Hsp70 promoter luciferase reporter, luminescence; scaled: vehicle 0, proteasome-inhibitor control 100%;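 active means activation above the mean across all tested compounds plus 3 SD, cutoff set per campaign, cut at about 5.5% in these data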;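 further: 100% = MG132 at 30 µM as the positive control and 0% = DMSO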
Efa HMGR inh: blocks class II HMG-CoA reductase of Enterococcus faecalis; purified E. faecalis HMGR, NADPH absorbance 340 nm kinetic; actives 0.41% (n = 190,000); AID 1066; inhibition, % at 10 µM;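 active means inhibition above a set limit, the median over all tested compounds plus 3 SD, cut at about 9.5% in these data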;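 further: enzyme runs in reverse so mevalonate oxidation gives rising NADPH absorbance; 0% = complete reaction with DMSO and 100% = background rate lacking mevalonate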
FLuc stim CS: affects firefly luciferase, flagging false hits in luciferase stimulation screens; P08659; ATPlite luciferase biochemical, luminescence, 10 min; 0 = ATP-free wells, 1 = DMSO control; activation factor at 10 µM; 200,000 tested, under 10 active; AID 1027;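 active means luciferase activation factor, scaled between plate controls, of at least 2 with compound at 10 µM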
Target sequence (P08659 whole entry, looked up): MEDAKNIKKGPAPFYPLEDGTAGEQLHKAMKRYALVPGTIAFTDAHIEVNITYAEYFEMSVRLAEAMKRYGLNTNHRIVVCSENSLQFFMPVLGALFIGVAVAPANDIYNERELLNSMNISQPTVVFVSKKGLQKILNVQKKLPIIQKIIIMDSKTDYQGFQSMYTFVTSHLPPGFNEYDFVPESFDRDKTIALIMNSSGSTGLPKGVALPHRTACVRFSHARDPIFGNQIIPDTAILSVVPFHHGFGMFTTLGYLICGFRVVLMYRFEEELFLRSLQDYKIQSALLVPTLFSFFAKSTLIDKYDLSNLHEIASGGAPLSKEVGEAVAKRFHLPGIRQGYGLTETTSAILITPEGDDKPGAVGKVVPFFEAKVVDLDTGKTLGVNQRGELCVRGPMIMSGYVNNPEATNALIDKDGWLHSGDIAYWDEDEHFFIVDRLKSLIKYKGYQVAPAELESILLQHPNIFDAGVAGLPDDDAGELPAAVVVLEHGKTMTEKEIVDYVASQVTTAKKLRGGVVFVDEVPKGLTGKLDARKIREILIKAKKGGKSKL
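Assay system: Luciferase/luciferin detection reagent, cell-free biochemical luciferase assay / Also added: ATP substrate / Schedule: 10 min at ambient temperature / Measured by: luminescence measurement of luciferase light output / Benchmarks: low control with PBS replacing ATP, high control enzyme plus ATP without compound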
Redox H2O2 prof: compounds producing H2O2 with reducing agent – biochemical, NIH compound library profiling, artefact control for MLSCN library redox annotation, primary screen | DTT-dependent redox cycling H2O2, phenol red/HRP absorbance; 100% = 100 µM peroxide control, 0% = buffer | activation, % at 10 µM | actives 0.03% (n = 200,000) | AID 878;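 active means activation of at least 50% relative to the plate's high and low controls in the primary single-dose screen; inactive means activation below 50%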;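 further: compound incubated with DTT at 0.8 mM final as the reducing agent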
G6PDH counter: inhibits Leuconostoc G6PDH, flagging false hits in G6PDH-based assays | Purified L. mesenteroides G6PDH, diaphorase/resazurin coupled fluorescence, 45 min | inhibition, % at 5 µM | actives 0.12% (n = 200,000) | AID 1020; in the data active means inhibition above about 50%
APP 5'UTR act: APP 5'UTR luciferase reporter activation; SH-SY5Y APP 5'UTR luciferase reporter, luminescence; zero percent = DMSO vehicle wells; activation, % at 2 µM; actives 1% (n = 190,000); AID 1276;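 active means activation above a set limit, based on mean plus 3 SD of controls, cut at about 140% in these data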; further: values of inactives mirror those of a sister screen read the other way
NF-kB neuron act: NF-kB expression increase, human neuronal cells | AID 1239 | NF-kB reporter expression; hits give high values | actives 1.6% (n = 190,000) | fold change at 12.5 µM; in the data active means fold change above about 3.3
FLuc inhib CS: counter-screen for luciferase assay inhibitors: firefly luciferase inhibition; P08659; ATPLite firefly luciferase biochemical luminescence, 10 min; inhibition, % at 10 µM; actives 1.5% (n = 200,000); AID 1006;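 active means inhibition above about 50% when tested at 10 µM, limit read from the data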
STAT1 act: STAT1 signaling activation | AID 932 | NIH 3T3 STAT1-luciferase reporter, IFN-gamma, luminescence; 100% = IFN-gamma alone, no compound | activation (% of control), % at 5.5 µM | actives 2.6% (n = 200,000);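 active means activation above the screen-wide mean activation plus 3 SD, cut at about 130% in these data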;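 further: raw ratio to IFN-gamma control signal so 100% means no change and 0% no light; values of inactives mirror those of a sister screen read the other way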
APP transl inh: APP translation inhibition. SH-SY5Y APP 5'UTR-luciferase reporter, luminescence. actives 0.82% (n = 190,000). AID 1285. inhibition, % at 2 µM;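 active means inhibition above a set limit, derived from the sample mean plus 3 SD, cut at about 45% in these data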; further: values of inactives mirror those of a sister screen read the other way
An asterisk follows results filed as active; . = no result given.

SMILES	Hsp70 act	Efa HMGR inh	FLuc stim CS	Redox H2O2 prof	G6PDH counter	APP 5'UTR act	NF-kB neuron act	FLuc inhib CS	STAT1 act	APP transl inh
Cn1c(SCC(=O)c2ccccc2)nnc1C1CC1	-0.1	-6	1	0.0	3	20	1.3	-4	104	-20
COc1ccc(NC(=O)CSc2nnc(-c3ccccc3C)n2C)cc1	-0.3	-5	1	-5.4	-20	-5	1.1	-3	98	5
O=C(c1ccc(F)cc1)N1CCN(c2ncccn2)CC1	-0.1	2	1.1	2.4	6	7	0.95	-8	112	-7
Cn1c(N)c(C(=O)COC(=O)c2ccc(Cl)nc2)c(=O)n(C)c1=O	-0.1	1	1.1	-0.2	-8	-14	1	-5	92	14
COC(=O)C1=C(C)N(c2cc(C)cc(C)c2)/C(=C/c2ccco2)C1=O	-0.1	0	1	0.4	11	-7	1	3	97	7
CC(C)c1nnc(NC(=O)CCC(=O)NCc2ccco2)s1	0.0	1	1	2.5	-1	9	1.4	2	98	-9
CCCCC(=O)NN(C)c1nc(-c2ccccc2)nnc1C(F)(F)F	-0.2	-7	1	-4.2	10	4	1	0	101	-4
COc1cccc(C(C(=O)NC2CCCCC2)N(CC2CCCO2)C(=O)CNC(=O)c2ccco2)c1 (stereo unspecified)	0.2	1	1.1	-2.2	5	9	1	-6	100	-9
COc1ccccc1C(=O)NCC(=O)N/N=C/c1ccc([N+](=O)[O-])cc1	-0.1	6	1	5.8	-1	-5	1	-2	104	5
O=C(CSc1nnc(-c2ccccn2)n1Cc1ccccc1)NC1CCCC1	0.1	-6	1	3.4	6	7	1	-1	105	-7
CC(C)CNC(=O)CSc1nc2scc(-c3ccccc3)c2c(=O)[nH]1	-0.4	3	1	-0.4	4	-4	1.2	-4	103	4
CN1C(=O)C(O)(CC(=O)/C=C/C=C/c2ccccc2)c2ccccc21 (stereo unspecified)	-0.4	0	1	-0.2	13	.	1.2	0	102	.
Cc1ccc(NC(=O)C2CCCN2S(=O)(=O)c2cccc3cccnc23)cc1F (stereo unspecified)	-0.2	0	1	-0.3	22	-1	0.93	-2	96	1
Nc1c(C(=O)NC2CC2)c2nc3ccccc3nc2n1-c1ccc2c(c1)OCO2	-0.1	2	1	0.2	12	4	1.1	1	97	-4
O=C(NCc1ccco1)c1cc(-c2cccnc2)nc2ccccc12	-0.1	-2	1	-1.6	-7	3	0.74	0	88	-3
CCOc1ccccc1-n1nnnc1SCC(=O)NC(=O)Nc1ccc2c(c1)OCCO2	-0.3	2	1	-0.1	-4	10	0.77	-4	93	-10
COc1cc(/C=C(\C#N)C(N)=O)ccc1OS(=O)(=O)c1ccc(C)cc1	-0.6	1	1.1	0.6	8	5	1.2	-8	100	-5
COc1cccc2c(SCC(=O)N/N=C/c3ccccc3)cc(C)nc12	-0.1	-12	1	2.5	-22	10	1	-4	88	-10
CCn1cc([N+](=O)[O-])c(C(=O)N2N=C(c3cccc4ccccc34)CC2c2ccccc2O)n1 (stereo unspecified)	-0.5	-2	1.1	-0.5	2	-3	1.1	-7	97	3
O=C(Cn1ccc2ccccc2c1=O)NCCC(=O)Nc1ccc2c(c1)OCCO2	-0.5	-7	1.1	-0.8	9	-5	0.86	-9	99	5
CCc1sc(N)nc1-c1ccccc1	-0.2	-5	1	-0.5	-3	-13	1	2	101	13
COc1cc(/C=N/O)cc(Br)c1OCc1cccc(Cl)c1	-0.3	-1	1.1	2.5	4	4	1.1	-11	102	-4
CC(C)C(=O)Nc1nc2c(c(=O)[nH]1)CCCC2	-0.2	3	1	-0.5	5	-4	0.99	-4	96	4
CN1CCN(C(=O)C2CCN(c3ncc(C(F)(F)F)cc3Cl)CC2)CC1	0.0	-2	1.1	-0.6	3	18	0.84	-8	90	-18
COc1ccc(/C=C(\C#N)C(=O)N2CCOCC2)cc1Br	0.1	-3	1	2.2	-2	7	1.1	-2	96	-7
Oc1c(Cl)cc(Cl)cc1C=Nc1ccc(Br)cc1	-0.3	-6	1.1	-3.1	5	-11	1	-9	96	11
Clc1cccc(C2CCN(Cc3nc(CC4CC4)no3)C2)c1 (stereo unspecified)	0.0	-4	1.1	1.3	7	11	1.5	-7	102	-11
O=C(NNC(=O)c1cccs1)c1ccc(Br)o1	-0.1	2	1	-0.2	-3	4	1.2	-5	109	-4
Cc1c(C(=O)Nc2nccs2)sc2nc(-c3cccs3)cc(C(F)(F)F)c12	-0.2	1	1.1	0.9	3	-12	1.2	-6	81	12
CCOc1ccc2nc(-c3cc(NC(C)=O)ccc3O)sc2c1	0.0	6	0.8	-0.4	4	56	1.2	18	112	-56
Cc1cc([N+](=O)[O-])nn1CC(=O)Nc1nc2ccccc2s1	0.1	-3	1	1.9	-5	14	1.1	1	92	-14
Cc1ccc(-c2csc(NC(=O)c3ccno3)n2)cc1	0.1	-3	1	0.2	2	13	1.4	3	131*	-13
COC(=O)N/N=C1\CCCc2ccccc21	-0.4	4	1	0.0	-9	-1	1.2	-3	100	1
CC(C)(C)C(=O)Nc1ccccc1C(=O)OCC(=O)c1ccc2c(c1)OCCO2	-0.2	3	0.8	0.2	-8	24	0.67	22	97	-24
O=C(Cn1c(-c2ccccn2)nc2ccccc21)NCCN1CCOCC1	2.1	-4	1	0.3	1	10	1.1	-3	101	-10
CC(=O)c1c(C)[nH]c(C(=O)OCC(=O)Nc2cc(C)on2)c1C	-0.3	-8	1.1	-0.5	-1	2	1	-7	95	-2

Complete entries as entered above.
Entry for CCOc1ccc2nc(-c3cc(NC(C)=O)ccc3O)sc2c1 = Hsp70 act: 0.0; Efa HMGR inh: 6; FLuc stim CS: 0.8; Redox H2O2 prof: -0.4; G6PDH counter: 4; APP 5'UTR act: 56; NF-kB neuron act: 1.2; FLuc inhib CS: 18; STAT1 act: 112; APP transl inh: -56
Entry for Cc1cc([N+](=O)[O-])nn1CC(=O)Nc1nc2ccccc2s1 = Hsp70 act: 0.1; Efa HMGR inh: -3; FLuc stim CS: 1; Redox H2O2 prof: 1.9; G6PDH counter: -5; APP 5'UTR act: 14; NF-kB neuron act: 1.1; FLuc inhib CS: 1; STAT1 act: 92; APP transl inh: -14

Later entries.
SMILES	Hsp70 act	Efa HMGR inh	FLuc stim CS	Redox H2O2 prof	G6PDH counter	APP 5'UTR act	NF-kB neuron act	FLuc inhib CS	STAT1 act	APP transl inh
Cc1cccc(NC(=O)CN(c2ccc(F)cc2)S(C)(=O)=O)c1	-0.1	0	1	0.7	8	10	1.1	-4	90	-10
CS(=O)(=O)N1CCc2cc(C(=O)N3CCCC3)ccc21	-0.3	-2	1.1	-0.2	11	13	1	-8	99	-13
COc1ccc(C(=O)Nc2ccccc2-c2nnn(CC(=O)N3CCOCC3)n2)cc1	0.0	-5	1	-0.4	11	4	.	-4	99	-4
COc1ccccc1S(=O)(=O)Nc1ccc(-c2nnc3n2CCCCC3)cc1	-0.2	2	1	1.7	6	12	0.95	-1	99	-12
O=C(c1ccccc1F)N(Cc1ccccc1)C1CCS(=O)(=O)C1 (stereo unspecified)	-0.1	-2	1	-0.6	1	9	1.1	-5	98	-9
COc1ccc(N2C(=O)C(Cl)=C(Nc3ccccc3OC)C2=O)cc1	-0.2	3	1	0.6	12	10	1.2	-4	109	-10
Nc1c(-c2ccccc2)n[nH]c1-c1ccccc1	0.3	-1	0.8	0.5	2	51	1.7	21	124	-51
O=C(Nc1cc(C(F)(F)F)ccc1N1CCOCC1)c1c(F)c(F)c(F)c(F)c1F	-0.4	-2	1	0.1	2	-10	0.96	-2	96	10
CCOc1ccc2nc(C)cc(C(=O)O)c2c1	0.8	-1	1	2.5	3	-7	1.1	-3	96	7
CCOC(=O)CSc1nc(C(C)C)nc2ccccc12	-0.2	2	1	4.1	20	-8	1	0	100	8
ON1C2CCCCC2N(O)C1c1c(F)c(F)c(F)c(F)c1F (stereo unspecified)	0.3	-6	1	4.0	6	-6	2.1	0	99	6
COc1ccc(OCC(=O)NCCc2ccc(S(N)(=O)=O)cc2)cc1	-0.3	-3	1	0.2	-3	17	0.93	3	90	-17
CCCC[N+](CC#Cc1ccccc1)(CCCC)CCCS(=O)(=O)[O-]	-0.1	-3	1	-0.5	5	32	1.3	-4	99	-32
CC1(C)CC(=O)c2c(nc(SCC(=O)Nc3nsc(-c4ccccc4)n3)c(C#N)c2-c2ccccc2)C1	-0.6	4	1.1	-1.8	2	10	0.88	-5	99	-10
CCOC(=O)c1cc(-c2ccccc2)sc1NC(=O)C(C)Sc1nnnn1C (stereo unspecified)	-0.3	1	1	1.8	-1	-4	0.64	1	101	4
O=S(=O)(NCc1ccccn1)c1cc(C(F)(F)F)ccc1Cl	-0.2	-2	1	-0.4	5	-2	1.2	-3	104	2
Cc1cc(C(=O)COC(=O)c2ccc[nH]c2=O)c(C)n1C	0.9	1	0.6	0.2	-3	1	0.59	38	110	-1
COc1cccc(-n2ccnc2SCC(=O)Nc2cc(OC)ccc2OC)c1	-0.2	-1	1	-0.3	-1	5	1.2	-1	85	-5
COc1cccc(CNCCNC(=O)c2ccco2)c1OC	-0.4	-1	1.1	-0.1	8	-10	1.1	-7	96	10
CCc1cccc(CC)c1NC(=O)COC(=O)c1ccc2c(c1)S(=O)(=O)c1ccccc1C2=O	-0.1	-7	1.1	0.8	-14	-14	0.99	-5	99	14
Cc1cc(NC(=O)c2sccc2C)n(-c2nc3ccccc3[nH]2)n1	-0.1	-3	1.1	-0.7	6	-9	.	-6	108	8
CCOc1ccccc1CNCCN1CCOCC1	-0.1	-6	1.1	1.9	8	21	0.96	-7	100	-21
Cc1noc(C)c1COC(=O)C1COc2ccccc2O1 (stereo unspecified)	-0.3	0	1.1	0.2	2	1	1.1	-6	103	-1
CCCN1CCN(CCCNC(=O)CCn2nc(-c3ccccc3)ccc2=O)CC1	-0.3	-6	1.1	-0.7	3	-7	1.1	-6	107	7
Cc1cc(Cl)c(S(=O)(=O)NCc2cccnc2)cc1OCC(=O)NC1CCCCC1	0.1	-2	1.1	0.1	6	17	0.77	-9	105	-16
COC(=O)c1ccccc1NC(=O)CN(C1CCCCC1)S(C)(=O)=O	-0.1	2	1.1	3.1	-4	-10	0.82	-6	102	10
COc1ccc(C)cc1NC(=O)COC(=O)Cc1ccc(-c2ccccc2)cc1	-0.2	-11	1	0.2	0	12	1	0	102	-12
CCOc1ccc(N(CC(=O)NCCc2ccc(OC)cc2)S(C)(=O)=O)cc1	-0.2	-2	1	0.2	3	-23	1.1	-4	96	23
COCCCNC(=O)CC(NS(=O)(=O)c1ccc(C)cc1)c1ccco1 (stereo unspecified)	-0.2	-1	1.1	-0.6	9	-3	0.86	-8	105	3
Cc1nn(-c2ccccc2)c(C)c1/C=N/n1c(-c2ccc(C(C)(C)C)cc2)n[nH]c1=S	-0.1	-3	1.1	1.3	7	5	1.1	-7	102	-5
O=C(CSc1nnnn1C1CCCC1)NCc1ccccc1	-0.4	-1	1	1.8	10	3	1.1	-3	96	-3
CCOCCCNCc1ccc(OCc2ccc(F)cc2)c(OC)c1	0.2	-4	1.1	0.1	-5	10	1.4	-6	96	-10
CCOC(=O)N1CCN(C(=O)CN(c2ccc(Cl)c(C(F)(F)F)c2)S(C)(=O)=O)CC1	0.0	-8	1.1	-0.4	17	7	0.99	-7	98	-7
